Eya2 inh = Eya2 (human) phosphatase inhibition | hit rate 0.006% among 330,000 | recombinant Eya2, OMFP fluorescence dephosphorylation (OMFP is methylfluorescein phosphate) | Potency, µM (series often up to 76.9 µM), for the others: at the highest dose activity, negative = inhibition, actives largely listed as inhibitors | AID 488837; further: potency means the concentration at half of the fitted maximal effect; on the % scale 0 is the no-effect control and ±100 the full control effect
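Eya2 (0.2 uM) preincubated 10 min at ambient with compound, then OMFP substrate added at 50 uM; 10 min reaction in 50 mM HEPES pH 7.5, 50 mM NaCl, 5 uM MgCl2, 0.05% BSA, 1 mM DTT. Fluorescence read at Ex 485/Em 525 nm.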
B2AR arrestin = beta2AR (human) beta-arrestin recruitment activity | AID 492947 | beta-arrestin recruitment to beta2AR, cell-based reporter | Potency, µM (titrated, usually from 46.1 µM), without a hit: top-dose activation, hits mostly activators | P07550 | hit rate 0.02% among 330,000;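 further: potency means the concentration at half of the fitted maximal effect; 0% = DMSO controls and full agonism = EC100 isoproterenol or metaproterenol; nearly all actives have a fitted effect of over 65% in size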
Mito fusion act = blocks mitochondrial division or promotes mitochondrial fusion; hit rate 0.23% among 320,000; S. cerevisiae fusion-defective mutant growth rescue, CellTiterGlo 48 h; Potency, µM (series often up to 46.1 µM), inactives show top-dose growth rescue (activation), actives largely listed as activators;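 further: potency means the concentration at half of the fitted maximal effect; % of control where 0% means no effect; nearly all actives have a fitted effect of over 45% in size; temperature-sensitive fusion mutants such as fzo1-1 at 37 °C on non-fermentable ethanol glycerol medium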
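Growth-rescue viability read-out: after 48 h at the non-permissive 37C in glycerol/ethanol YPEG, yeast mitochondrial fusion mutants are measured by CellTiterGlo luminescence; compounds (23 nl pinned per well) restoring growth score as division inhibitors or fusion activators.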
ELG1 repair inh = inhibitors of ELG1-dependent DNA repair in HEK293T cells; HEK293T ELG1-luciferase reporter, luminescence, 16 h; DNA damage induced by 5-fluorouridine; Potency, µM (series often up to 46.1 µM), for the others: at the top dose activity change, negative = inhibition, usual class: inhibitors; hit rate 2.3% among 330,000; AID 504467; further: potency means the concentration at half of the fitted maximal effect; on the % scale 0 is the no-effect control and ±100 the full control effect; nearly all actives have a fitted effect of over 55% in size
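Cells (2,000 per well) received 5-fluorouridine plus test compound or DMSO and were incubated 16 hr at 37 °C, 5% CO2. Luciferase activity was read by luminescence 30 min after ONE-Glo addition; signal suppression marked inhibition of damage-induced ELG1 function.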
uPA generation = blocks generation of uPA at the cell surface; hit rate 0.31% among 330,000; Potency, µM (highest dose often 38.3 µM), for inactives: at the top dose activity change, negative = inhibition, usual class: inhibitors; cell surface uPA generation assay, qHTS; active means well fitted inhibition curve with a large enough effect; inconclusive means small, poorly fitted or top-dose-only effect; inactive means no such curve, though single readings can be large or run the other way; tested in mouse RAW 264.7 cells; further: potency means the concentration at half of the fitted maximal effect; on the % scale 0 is the no-effect control and ±100 the full control effect; nearly all actives have a fitted effect of over 55% in size
TCR activator = activators of T cell receptors | primary human leukocytes, anti-CD3, IL-2 HTRF, 48 h | Potency, µM (highest dose often 9.22 µM), for the others: at the top dose activation of IL-2 secretion, most hits filed as activators | 330,000 tested, under 10 active | AID 504894; further: % of control where 0% means no effect
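HTRF read-out of IL-2 secretion: europium cryptate donor excited at 320nm, d2 acceptor emission at 665nm. Cells were primary human leukocytes incubated 48 hr with compounds and a-CD3 beads, supplying TCR signal only.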
PTAP TSG101 blk = blocks PTAP/TSG101 interaction to inhibit HIV-1 budding. Q99816. Fluorescence polarization, FITC-PTAP peptide / Tsg101 binding. Potency, µM (top dose mostly 115 µM), inactives show at the top dose activity change, negative = inhibition, hits mostly inhibitors. 340,000 tested, under 10 active; active means well fitted inhibition curve with a large enough effect in the main read-out, with a control signal flat, not every such curve was filed as active; inconclusive means small, poorly fitted or top-dose-only effect, or effect the other way, or a change in a side signal; inactive means no such curve, though single readings can be large or run the other way; further: potency means the concentration at half of the fitted maximal effect; % of control where 0% means no effect
Target sequence (Q99816 whole entry, looked up): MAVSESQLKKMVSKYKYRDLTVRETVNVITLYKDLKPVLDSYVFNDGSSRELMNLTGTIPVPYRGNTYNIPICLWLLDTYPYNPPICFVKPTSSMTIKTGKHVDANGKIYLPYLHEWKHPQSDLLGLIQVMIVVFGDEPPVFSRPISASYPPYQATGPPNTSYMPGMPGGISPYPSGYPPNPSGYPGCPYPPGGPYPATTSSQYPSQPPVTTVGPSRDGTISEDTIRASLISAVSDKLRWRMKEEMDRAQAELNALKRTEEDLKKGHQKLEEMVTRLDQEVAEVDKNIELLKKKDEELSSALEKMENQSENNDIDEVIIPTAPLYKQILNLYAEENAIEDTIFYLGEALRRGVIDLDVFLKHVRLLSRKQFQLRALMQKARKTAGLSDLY
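FP read-out: FITC-PTAP peptide, 50 nM final, binding Tsg101 binding domain, 10 uM final; 20 min, r.t.; 10 mM HEPES pH 7.5, 0.15 M NaCl, 0.01% Tween 20, 3 mM EDTA, 0.1 mM TCEP.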
BCR signal inh = inhibitors of chronic active B-cell receptor signaling | ABC-DLBCL IkBa-CBG/CBR reporter, luminescence ratio, 4 h | Potency, µM (highest dose often 46.1 µM), for the others: top-dose ratio change, negative = lower green/red ratio, actives largely listed as inhibitors | hit rate 0.05% among 340,000; active means well fitted inhibition curve with a large enough effect in the signal ratio, with a control signal flat, not every such curve was filed as active; inconclusive means small, poorly fitted or top-dose-only effect, or effect the other way, or a change in a side signal; the % refers to the signal ratio;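 further: potency means the concentration at half of the fitted maximal effect; plate controls were basal doxycycline-induced cells for no effect and cells given 10 µM MG132 for full effect; MG132 reads +100%, hits lower the ratio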
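Compounds up to 46 uM were incubated four hours with TMD8 cells whose green CBG68 luciferase is fused to IkappaBalpha; red CBR luminescence normalised the signal, and concentration-effect curves were fitted to fusion, red and ratio data.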
USP2a inh = inhibitors of human ubiquitin-specific protease USP2a; Potency, µM (titrated, usually from 38.3 µM), inactives show at the top dose activity change, negative = inhibition, hits mostly inhibitors; AID 463254; USP2 core, Ub-CHOP2 coupled fluorogenic reporter, 485/531; hit rate 0.01% among 330,000; O75604;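 further: potency means the concentration at half of the fitted maximal effect; plate controls were DMSO wells for no effect and full inhibition by NEM control for full effect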
Target sequence (O75604 whole entry, looked up): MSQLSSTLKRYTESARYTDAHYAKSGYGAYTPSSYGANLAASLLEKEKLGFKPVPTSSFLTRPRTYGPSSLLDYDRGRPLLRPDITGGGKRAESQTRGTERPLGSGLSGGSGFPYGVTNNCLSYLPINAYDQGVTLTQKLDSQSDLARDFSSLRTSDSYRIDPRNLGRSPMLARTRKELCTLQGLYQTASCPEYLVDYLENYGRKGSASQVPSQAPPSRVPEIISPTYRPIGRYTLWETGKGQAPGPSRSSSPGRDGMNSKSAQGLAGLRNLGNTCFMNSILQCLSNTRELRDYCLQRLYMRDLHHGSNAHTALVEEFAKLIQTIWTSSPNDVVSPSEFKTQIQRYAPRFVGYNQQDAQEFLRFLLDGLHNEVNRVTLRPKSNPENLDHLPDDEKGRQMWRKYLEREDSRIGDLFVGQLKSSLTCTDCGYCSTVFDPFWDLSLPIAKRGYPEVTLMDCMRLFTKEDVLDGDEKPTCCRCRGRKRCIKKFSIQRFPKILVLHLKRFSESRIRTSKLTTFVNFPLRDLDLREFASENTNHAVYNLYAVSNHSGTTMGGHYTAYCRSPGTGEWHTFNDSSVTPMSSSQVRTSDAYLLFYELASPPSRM
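Deubiquitinase activity read as fluorescence (485/531 nm) after Ub-CHOP2 cleavage activates the enterokinase reporter on its substrate; USP2 core 10nM, Ub-CHOP2 and substrate 25nM each, 30min compound preincubation then 60min RT; data normalized to NEM, curves fitted.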
Tb PFK block = inhibitors of T. brucei phosphofructokinase; O15648; Potency, µM (titrated, usually from 57.5 µM), for inactives: top-dose activity, negative = inhibition, most hits filed as inhibitors; hit rate 0.17% among 330,000; T. brucei PFK, ADP-Glo luminescence;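 further: potency means the concentration at half of the fitted maximal effect; 0% = uninhibited 1x PFK enzyme wells and -100% = no-enzyme wells; nearly all actives have a fitted effect of over 60% in size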
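Activity is normalized to no-enzyme wells (full inhibition) and 1.25 nM enzyme wells (no inhibition). Reaction: 0.5 mM F6P, 0.1 mM ATP, 45 min RT, ADP-Glo luminescence; concentration-response curves fitted and classed by quality.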
TSHR antagonist = antagonists of human thyroid stimulating hormone receptor; P16473; TSHR-expressing cells, TSH-stimulated cAMP HTRF, 2 h; active compounds read low; activity change, negative = inhibition, % at 11.5 µM; hit rate 0.2% among 330,000;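 active means activity change below a set negative limit, meaning inhibition stronger than a set level, cut at about -70% in these data; inconclusive means activity change between two set negative limits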; further: on the % scale 0 is the no-effect control and ±100 the full control effect
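Inhibition of cAMP made by TSHR-expressing cells under TSH stimulation (4nM final, EC80; 2 h, 37 deg C) is quantified with a one-step lysis HTRF kit, anti-cAMP cryptate versus cAMP-d2.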
* hit, by the source's call; ? = inconclusive; / = no result given; [ ] = remark or other dose. Unless noted, the call rests on the fitted dose curve; in most records, active means well fitted curve in the direction sought with a large enough effect; inconclusive means small, poorly fitted or top-dose-only effect, or another doubt; inactive means no such curve, though single readings can be large; an effect the other way counts as inactive or inconclusive.

SMILES | Eya2 inh | B2AR arrestin | Mito fusion act | ELG1 repair inh | uPA generation | TCR activator | PTAP TSG101 blk | BCR signal inh | USP2a inh | Tb PFK block | TSHR antagonist
O=C(Nc1sc2c(c1C(=O)O)CCCC2)c1ccc(Cl)cc1 | ? | 0.6% | -16% | ? | -14% | 12% | -7% | ? | 1% | 8% | -23
CN(C)S(=O)(=O)c1cccc(COC(=O)c2cccnc2Cl)c1 | -2% | -0.6% | -5% | -5% | -6% | -3% | -9% | 8% | 6% | 2% | -15
O=C(c1cc(-c2ccc(Cl)cc2)n(-c2cc(Cl)ccc2Cl)n1)N1CCOCC1 | 4% | -0.1% | 3% | ? | -2% | 8% | -5% | 5% | 1% | -3% | 14
O=C(c1ccc(Br)o1)N1CCCc2ccccc21 | -3% | -0.2% | 12% | 5% | -1% | 0%[46.1 µM] | -9% | 0% | -2% | 0% | -9
CC(C)OC(=O)CN1C(=O)S/C(=C/c2ccc(N3CCCCC3)o2)C1=O | -5% | 0.0% | -1% | ? | -5% | 8% | ? | 2% | -1% | -6% | -7
CNS(=O)(=O)c1cccc(C(=O)OCC(=O)Nc2ccc(-c3nc4ccc(C)cc4s3)cc2)c1 | -5% | 0.1% | 5% | ? | -8% | / | 4% | ? | 1% | -1% | -10
Nc1nc(CCl)nc(Nc2ccccc2)n1 | -4% | -0.2% | -5% | -16% | ? | 0% | 0% | ? | 2% | -1% | -2
Cc1cc(C)cc(NC(=O)C(OC(=O)Cn2cnc3c2c(=O)n(C)c(=O)n3C)c2ccccc2)c1 (configuration not stated) | 29% | -0.7% | 5% | ? | 4% | 6% | -1% | 1% | 1% | -3% | -3
O=C(Nc1ccccc1)C1=C(O)CC(c2ccoc2)CC1=Nc1ccccc1 (configuration not stated) | 6% | -0.3% | 13% | 1% | 14% | -2% | -7% | -7% | 2% | -12% | -3
CC1CCCCC1NS(=O)(=O)CCNC(=O)c1ccccc1 (configuration not stated) | -14% | -0.1% | 2% | ? | 1% | 3% | 0% | -1% | -7% | -8% | 8
CCN(CC)S(=O)(=O)c1ccc(NC(=O)c2nc3nc(C)cc(C)n3n2)cc1 | 16% | 0.5% | -1% | ? | / | / | / | 7% | -3% | 2% | 2
COC(=O)Cn1ncc2c3ccccc3n(Cc3ccccc3)c2c1=O | -4% | 0.3% | 12% | 4% | -3% | 2% | 1% | -1% | 0% | 0% | -9
O=C(CCCCCn1c(=O)[nH]c2ccccc2c1=O)NCCCN1CCN(c2ccccc2F)CC1 | -10% | 0.3% | 1% | 23µM* | -1% | -2% | 0% | 6% | 11% | 1% | 11
CCOc1cc(N2CCOCC2)c(OCC)cc1NC(=O)CN1C(=O)NC(Cc2ccccc2)C1=O (configuration not stated) | 3% | 0.2% | -4% | -1% | 3% | 2% | -6% | 1% | 3% | 5% | -37
Cc1nc(N)c(CC(Br)CBr)c(Cl)n1 (configuration not stated) | -25% | -0.6% | -9% | ? | 18% | -4% | -3% | 7% | -1% | 1% | -5
O=C(O)c1ccc(-c2ccc(OS(=O)(=O)c3ccccc3F)cc2)cc1 | 1% | 0.4% | 13% | ? | 3% | 14% | 0% | ? | 0% | 2% | -13
COc1cc2c(cc1OC)C(c1ccc3c(c1)OCO3)CC(=O)N2 (configuration not stated) | -4% | 2.8% | 0% | 0% | -3% | / | -1% | ? | 4% | 2% | 16
Cc1ccc(CC2C(=O)N(c3ccc(C)cc3)C(=O)C2C)cc1 (configuration not stated) | 5% | 0.1% | -1% | ? | -1% | / | -3% | ? | 1% | 2% | -5
CCCCN(C(=O)c1cccc(S(=O)(=O)N2CCN(C)CC2)c1)c1c(N)n(CC(C)C)c(=O)[nH]c1=O | 11% | 0.0% | 4% | 10% | -2% | -6% | 2% | -2% | 3% | -4% | 30
CN(C(=O)c1cc(Cl)c2c(c1)OCCO2)c1c(N)n(Cc2ccccc2)c(=O)[nH]c1=O | -26% | -0.5% | -11% | 27% | 3% | -3% | -7% | 0% | -1% | 0% | 11

Given with values under each structure: entries from further up
Below each SMILES: Eya2 inh	B2AR arrestin	Mito fusion act	ELG1 repair inh	uPA generation	TCR activator	PTAP TSG101 blk	BCR signal inh	USP2a inh	Tb PFK block	TSHR antagonist
O=C(c1ccc(Br)o1)N1CCCc2ccccc21
 : -3%	-0.2%	12%	5%	-1%	0%[46.1 µM]	-9%	0%	-2%	0%	-9
Cc1ccc(CC2C(=O)N(c3ccc(C)cc3)C(=O)C2C)cc1 (configuration not stated)
 : 5%	0.1%	-1%	?	-1%	/	-3%	?	1%	2%	-5

(list continues)
SMILES | Eya2 inh | B2AR arrestin | Mito fusion act | ELG1 repair inh | uPA generation | TCR activator | PTAP TSG101 blk | BCR signal inh | USP2a inh | Tb PFK block | TSHR antagonist
NC(=O)CSc1nnc(CSc2ncccn2)n1-c1ccccc1 | 4% | -0.1% | 3% | 12% | -1% | 3% | -1% | -2% | 1% | 1% | 5
COc1ccccc1NC(=O)NCC(c1ccco1)N1CCCCC1 (configuration not stated) | 1% | -0.1% | -4% | 10% | 0% | 10% | -4% | 3% | 2% | 3% | -4
Cc1cc(NC(=O)Nc2ccccc2)n(C(C)(C)C)n1 | 2% | 0.4% | -11% | -5% | 0% | -3% | 3% | 2% | 3% | 3% | -28
O=C(NCSc1ccccc1)c1ccccc1 | 7% | 2.7% | -6% | ? | -13% | 2% | 5% | ? | 1% | 0% | -3
COc1ccc(NC(=O)c2nc[nH]c2C(=O)N(C)Cc2ccccc2)cc1 | -4% | 0.0% | 4% | -19% | -2% | 11% | 0% | -6% | -6% | 1% | 0
CCCCc1c(O)nc(SCC(=O)Nc2ccc(C)cc2)n(-c2ccc(OC)cc2)c1=O | 5% | 0.6% | -9% | 7% | -4% | 9% | -2% | 1% | 2% | 0% | -14
Cc1ccc(C(=O)N2CCN(C)CC2)cc1S(=O)(=O)N1CCOCC1 | 0% | -0.2% | -1% | 18% | ? | 2% | / | -1% | -4% | 0% | 16
COC(=O)c1sccc1NC(=O)CNC(=O)c1ccccc1 | -6% | 0.0% | -5% | 4% | 1% | -2% | -6% | ? | 3% | 2% | -4
O=C(NC1CCCC1)C1CCN(C(=O)c2ccccc2Cl)CC1 | -7% | -0.4% | 0% | -5% | 0% | -3% | -2% | -1% | 1% | -2% | -12
O=c1[nH]c2ccc(NS(=O)(=O)c3ccc(Cl)cc3)cc2[nH]1 | 3% | 0.0% | 5% | -15% | 7% | 5% | -8% | -1% | 0% | 2% | 1
O=C(NC(Cc1ccccc1)C(=O)O)/C(=C/c1ccc([N+](=O)[O-])cc1)NC(=O)c1ccco1 (configuration not stated) | 7% | 3.0% | -1% | 5% | 0% | 2% | -2% | 0% | 1% | -11% | 3
CN1CCN(c2nc3c(c(=O)[nH]c(=O)n3C)n2CC(N)=O)CC1 | 1% | 0.3% | 1% | -7% | 10% | -10% | -3% | 4% | 1% | -1% | -7
CCC(=O)N/C(N)=N/c1nc2ccccc2o1 | 11% | -0.2% | 8% | ? | -1% | -15% | 0% | ? | -1% | 1% | -2
Nc1ncc(Br)cc1S(=O)(=O)Nc1ccccc1F | -3% | -0.3% | 12% | 14% | 1% | -2% | 0% | -1% | -3% | -4% | 3

Only ELG1 repair inh, USP2a inh and uPA generation, for some of the entries so far:
| smiles | ELG1 repair inh | USP2a inh | uPA generation |
| --- | --- | --- | --- |
| CC1CCCCC1NS(=O)(=O)CCNC(=O)c1ccccc1 (configuration not stated) | ? | -7% | 1% |
| CN(C(=O)c1cc(Cl)c2c(c1)OCCO2)c1c(N)n(Cc2ccccc2)c(=O)[nH]c1=O | 27% | -1% | 3% |
| CC(C)OC(=O)CN1C(=O)S/C(=C/c2ccc(N3CCCCC3)o2)C1=O | ? | -1% | -5% |
| COc1ccc(NC(=O)c2nc[nH]c2C(=O)N(C)Cc2ccccc2)cc1 | -19% | -6% | -2% |
| O=C(NC(Cc1ccccc1)C(=O)O)/C(=C/c1ccc([N+](=O)[O-])cc1)NC(=O)c1ccco1 (configuration not stated) | 5% | 1% | 0% |
